From PubChem
GLP1R inv ag – acts as inverse agonist at human GLP-1 receptor. 410,000 tested, 1.6% active. HEK293 GLP-1R CRE-luciferase, luminescence, 24 h; GLP-1R form is constitutively active. AID 624417. P43220. Potency, µM (series often up to 38.3 µM), without a hit: at the top dose activity change, negative = inhibition, usual class: inhibitors; also: % is scaled to controls: 0 for no effect and ±100 for the full control effect; nearly all actives have a fitted effect of over 55% in size
Target sequence (P43220 whole entry, looked up): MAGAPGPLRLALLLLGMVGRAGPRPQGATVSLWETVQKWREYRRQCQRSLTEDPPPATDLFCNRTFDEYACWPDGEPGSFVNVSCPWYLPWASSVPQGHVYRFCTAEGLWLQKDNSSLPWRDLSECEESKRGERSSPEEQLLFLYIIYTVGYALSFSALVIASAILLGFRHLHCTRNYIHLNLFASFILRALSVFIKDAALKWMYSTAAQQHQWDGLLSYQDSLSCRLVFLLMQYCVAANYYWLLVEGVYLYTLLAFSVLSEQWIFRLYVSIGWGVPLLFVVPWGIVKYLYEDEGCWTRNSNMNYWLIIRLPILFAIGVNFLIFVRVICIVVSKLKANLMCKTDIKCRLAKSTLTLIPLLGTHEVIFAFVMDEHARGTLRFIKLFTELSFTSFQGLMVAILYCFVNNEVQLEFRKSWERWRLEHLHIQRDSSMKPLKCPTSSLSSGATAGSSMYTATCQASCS
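Stable HEK293 clone (constitutively active GLP-1R + cAMP-response luciferase); 200 cells/uL plated, 12 h pre-culture, compound 24 hr, 37 deg C/5% CO2; detection reagent 12 min RT; luminescence.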
KB-V1 MDR tox – KB-V1 MDR subline cytotoxicity; 400,000 tested, 3.4% active; AID 1347076; KB-V1 MDR cells viability, CellTiter-Glo, 72 h; Potency, µM (doses to about 46.1 µM), inactives show at the top dose activity change, negative = cytotoxicity, most hits filed as cytotoxic; also: % is scaled to controls: 0 for no effect and ±100 for the full control effect; nearly all actives have a fitted effect of over 60% in size
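Luminescent ATP read-out (CellTiter-Glo, 10 min) measures survival of drug-selected KB-V1 MDR cells after 72 h, 37 degrees C compound exposure. Medium: phenol-red-free DMEM, 10% FBS. Values from fitted concentration-response curves.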
SW480 rereplic – induces DNA re-replication in SW480 colon adenocarcinoma cells; AID 624297; Potency, µM (top dose mostly 46.1 µM), for inactives: top-dose re-replication activation, most hits filed as activators; 340,000 tested, 1.8% active; SW480 DNA re-replication, Hoechst DNA content imaging, 48 h; also: % of control where 0% means no effect; nearly all actives have a fitted effect of over 55% in size
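Treated cells incubate 48 hr (37 C, 5% CO2), are stained 40 min with Hoechst, and nuclear fluorescence is enumerated; a rise in nuclei with high DNA signal marks re-replication.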
TDP-43 yeast inh – TDP-43 toxicity inhibition in yeast. Potency, µM (highest dose often 46.1 µM), for inactives: top-dose growth rescue (activation), usual class: activators. 410,000 tested, 1.8% active. AID 652104. TDP-43 expressing yeast growth rescue, BacTiter-Glo, 24 h; also: % of control where 0% means no effect; nearly all actives have a fitted effect of over 50% in size
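Luminescence from BacTiter-Glo reports growth of TDP-43-expressing yeast after 24 hr at 30 deg C with compound. Cells were raffinose-pregrown to mid-log, then seeded in galactose medium at OD600=0.02.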
HEK293 tox – cytotoxicity counter-screen for GLP-1 receptor inverse agonists; HEK293 cAMP-luciferase reporter cells, luminescence, 24 h; Potency, µM (series often up to 38.3 µM), without a hit: top-dose activity change, negative = inhibition, most hits filed as inhibitors; 410,000 tested, 0.13% active; AID 624418;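 also: loss of luciferase light is scored as toxicity; % is scaled to controls: 0 for no effect and ±100 for the full control effect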
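Seeding density was 200 cells/uL; after overnight-length (12 h) culture, 23 nL compounds went on for 24 h at 37 °C. Readout used a luciferase detection reagent, luminescence taken after 12 min at room temperature.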
HT1080 IDH1KD tx – HT-1080 IDH1 knockdown cell toxicity (counter line). Potency, µM (titrated, usually from 46.1 µM), without a hit: at the top dose activity, negative = toxicity, usual class: cytotoxic. 360,000 tested, 2% active. AID 686971. HT-1080 IDH1 knockdown viability, ATP luminescence, 48 h;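 also: 0% = DMSO wells and -100% = cell-free medium wells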
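In this qHTS, HT-1080 cells depleted of IDH1 are exposed for 48 h at 37 °C to compound titrations. Toxicity is scored from CellTiter-Glo luminescence, with DMSO as full viability and medium alone as none.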
GLP-1R agonist – GLP-1 receptor (human) agonism. P43220. HEK293 GLP-1R CRE-luciferase, luminescence, 4-6 h; cells express a hypersensitive GLP-1R form. Potency, µM (series often up to 45.6 µM), without a hit: top-dose activation, usual class: activators. 380,000 tested, 0.007% active; also: % of control where 0% means no effect
HT1080NT lethal – kills 2HG-producing HT-1080-NT fibrosarcoma cells. AID 686970. HT-1080-NT fibrosarcoma viability, CellTiter-Glo ATP luminescence, 48 h. Potency, µM (series often up to 46.1 µM), for the others: top-dose activity, negative = less viability, usual class: cytotoxic. 360,000 tested, 1.6% active;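 also: NT is the 2HG producing partner of a matched IDH1 knockdown line; 0% = DMSO-treated cells and -100% = media-only wells without cells; nearly all actives have a fitted effect of over 55% in size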
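Read-out is CellTiter-Glo luminescence after 10 minutes at room temperature, following 48 hours' compound treatment of HT-1080-NT cells (750 cells/well, RPMI, 5% FBS, 37 degrees C).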
KB-3-1 tox – KB-3-1 parental cell cytotoxicity | KB-3-1 viability, CellTiter-Glo ATP luminescence, 72 h | Potency, µM (doses to about 46.1 µM), without a hit: at the highest dose activity change, negative = cytotoxic, hits mostly cytotoxic | 400,000 tested, 1.4% active | AID 1347075; also: % is scaled to controls: 0 for no effect and ±100 for the full control effect; nearly all actives have a fitted effect of over 60% in size
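Multi-concentration cytotoxicity screen in KB-3-1 cells grown in DMEM lacking phenol red with 10% FBS. After 72 h at 37 °C with compound, ATP-dependent luminescence was recorded.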
Active calls of the source: *; ? = inconclusive; · = no result given; [ ] = another dose, or the depositor's remark. Calls follow the shape of the dose curve; as a rule, active = well fitted curve in the direction sought with a large enough effect; inconclusive = small, poorly fitted or top-dose-only effect, or another doubt; inactive = no such curve, though single readings can be large; an effect the other way counts as inactive or inconclusive. Potency is read from the fitted curve at half-maximal effect.

SMILES | GLP1R inv ag | KB-V1 MDR tox | SW480 rereplic | TDP-43 yeast inh | HEK293 tox | HT1080 IDH1KD tx | GLP-1R agonist | HT1080NT lethal | KB-3-1 tox
CC1(C(=O)NCc2cccc(C(F)(F)F)c2)CCN1Cc1cc2ccccc2o1 (configuration not stated) | ? | -8% | · | 0% | -3% | ? | -7% | ? | 0%
Cc1cccc(OCC(=O)Nc2cccc(C(=O)NCC(C)C)c2)c1 | -13% | -15% | 1% | -12% | 9% | 8% | 9% | 4% | -19%
COc1ccc(Cl)cc1/C=C/c1ccc2cccc(O)c2n1 | -19% | 4% | ? | ? | -5% | ? | 11% | ? | ?
CCCCOc1ccc(C(=O)NCCc2sc3nc(-c4ccc(OC)cc4)nn3c2C)cc1 | 6% | -5% | · | -14% | 1% | · | -1% | · | -2%
COc1ccc(C(=O)Cc2ccc(OC)c(OC)c2)cc1 | 0% | 23µM* | 2% | -10% | 5% | -4% | 1% | -3% | 5%
Cc1ccc(N2CC(C(=O)N3CCN(c4ccccc4)CC3)CC2=O)cc1 (configuration not stated) | 6% | ? | 1% | -3% | 6% | 6% | 0% | 9% | 5%
COc1c(F)c(F)c(C(=O)O)c(Nc2ccccc2)c1F | 0% | 1% | 1% | -7% | -33% | 7% | -13% | 5% | -1%
CCOCCCn1c(SCC(=O)Nc2oc(C)c3c(C)n[nH]c(=O)c23)nc2ccccc2c1=O | 43%[activator] | 27% | -50%[inhibitor] | -20% | -12% | -12% | 27% | -18% | -1%
COc1ccc(NC(=O)CSc2nc3ccccc3nc2N2CCCC2)c(OC)c1 | 28% | 8% | 6% | 0% | 21% | 3% | -7% | -1% | 1%
Cc1nc2cc(OC3(C)CCN(Cc4ccc(OC(F)(F)F)cc4)C3)ccc2s1 (configuration not stated) | ? | -8% | · | 6% | -7% | ? | 3% | ? | 0%
CCOC(=O)Cc1csc(NC(=O)CSc2nnc(Cc3csc(N)n3)n2C)n1 | 0% | 10% | -4% | 6% | 5% | 8% | -3% | 0% | 6%
COCCn1cnc2c1c(=O)[nH]c(=O)n2Cc1ccccc1 | 14% | 0% | ? | 22% | 3% | 5% | -5% | 7% | -8%

The closing 7 records of the part above open the next one:
SMILES | GLP1R inv ag | KB-V1 MDR tox | SW480 rereplic | TDP-43 yeast inh | HEK293 tox | HT1080 IDH1KD tx | GLP-1R agonist | HT1080NT lethal | KB-3-1 tox
Cc1ccc(N2CC(C(=O)N3CCN(c4ccccc4)CC3)CC2=O)cc1 (configuration not stated) | 6% | ? | 1% | -3% | 6% | 6% | 0% | 9% | 5%
COc1c(F)c(F)c(C(=O)O)c(Nc2ccccc2)c1F | 0% | 1% | 1% | -7% | -33% | 7% | -13% | 5% | -1%
CCOCCCn1c(SCC(=O)Nc2oc(C)c3c(C)n[nH]c(=O)c23)nc2ccccc2c1=O | 43%[activator] | 27% | -50%[inhibitor] | -20% | -12% | -12% | 27% | -18% | -1%
COc1ccc(NC(=O)CSc2nc3ccccc3nc2N2CCCC2)c(OC)c1 | 28% | 8% | 6% | 0% | 21% | 3% | -7% | -1% | 1%
Cc1nc2cc(OC3(C)CCN(Cc4ccc(OC(F)(F)F)cc4)C3)ccc2s1 (configuration not stated) | ? | -8% | · | 6% | -7% | ? | 3% | ? | 0%
CCOC(=O)Cc1csc(NC(=O)CSc2nnc(Cc3csc(N)n3)n2C)n1 | 0% | 10% | -4% | 6% | 5% | 8% | -3% | 0% | 6%
COCCn1cnc2c1c(=O)[nH]c(=O)n2Cc1ccccc1 | 14% | 0% | ? | 22% | 3% | 5% | -5% | 7% | -8%
CCCNc1ccc(S(=O)(=O)N(CC)CC)cn1 | 4% | 0% | -5% | -22% | -3% | 14% | 4% | 6% | -1%
CC(=O)c1cccc(NC(=O)c2ccc(CN3CCc4ccccc4C3)cc2)c1 | ? | -20% | 91% | -20% | -6% | -11% | -1% | -25% | -8%
O=C(Nc1ccc(-c2ccc3nncn3n2)cc1)C1CCCCC1 | 19% | 6% | -9% | -7% | -2% | -18% | 24% | 21% | -1%
CCOc1ccccc1-c1nnc(SCC(=O)Nc2ccccc2)o1 | 9% | 0% | -3% | 11% | -8% | 5% | 5% | 3% | 3%
O=C(Nc1ccccc1)N1CCCC2CCCCC21 (configuration not stated) | ? | -3% | -2% | 5% | -13% | 12% | -11% | 2% | 6%
COc1ccc(NS(=O)(=O)c2cccc(Cl)c2)cc1S(=O)(=O)N1CCCCC1 | ? | ? | 8% | 17% | -2%[1.53 µM] | 4% | -7% | 7% | -1%
Cc1ccc(NC(=S)N2CCCC2)cc1Cl | -18% | -7% | 4% | 19% | -9% | 6% | 2% | 4% | -3%
CS(=O)(=O)c1ccc2nc(NC(=O)Nc3ccc(Cl)cc3)sc2c1 | -18% | -2% | 2% | 1% | -4%[1.53 µM] | 2% | 6% | 0% | 1%
COC(=O)c1ccc(-c2ccco2)n1Cc1nc(-c2ccc(OC)c(OC)c2)oc1C | 10µM* | -19% | 15% | -10% | -28% | ? | 1% | -26% | ?
C=CCNc1nc(C(=O)OCC(=O)c2ccccc2)cs1 | ? | -30% | 2% | 12% | 5% | -10% | -5% | -5% | -1%
CC1(C(=O)NS(=O)(=O)c2ccc(Br)cc2)CCN1C(=O)CCc1ccccc1 (configuration not stated) | 16% | -6% | · | -7% | 7% | 27% | -7% | -18% | -1%
COC(=O)CCN(Cc1ccccc1)S(=O)(=O)c1ccccc1Br | -16% | 5% | 8% | 9% | -4% | 4% | 2% | 12% | 1%
O=C(N/C(=C/c1ccco1)C(=O)N1CCOCC1)c1ccc([N+](=O)[O-])cc1 | 2% | -1% | -26% | 7% | -15% | 17% | -2% | -8% | 15%
Cc1ccccc1Oc1cc(NC(=O)CCCn2nc(C)c([N+](=O)[O-])c2C)cc([N+](=O)[O-])c1 | ? | 3.3µM* | 23% | 2% | ? | -11% | 9% | -2% | 10%
O=C(COc1coc(CN2CCN(c3ccccc3)CC2)cc1=O)NC1CCCCC1 | 11% | 0% | 2% | -14% | 4% | -5% | 5% | -5% | 0%
COc1ccccc1NC(=O)c1ccc(NC(=O)COC(=O)C2CCCO2)cc1 (configuration not stated) | 12% | 0% | 5% | 20% | 7% | -5% | -2% | 4% | 13%
CCCOC(=O)CSC1=C(C#N)C(c2ccccc2OC)C(C#N)C(=O)N1 (configuration not stated) | -15% | 11% | 1% | -7% | 25% | 2% | 14% | 0% | -2%
Cc1ccc(CNC(=O)C(=O)NCC(c2cccnc2)N2CCN(c3ccc(F)cc3)CC2)cc1 (configuration not stated) | -6% | ? | · | 0% | 1% | · | · | · | ?
O=[N+]([O-])c1ccc(C[n+]2cccc3ccc4cccnc4c32)cc1 | ? | -23% | 12% | -25% | ? | ? | -2% | ? | -28%
CCCN1CNC(=S)N(CC2CCCO2)C1 (configuration not stated) | 8% | 10% | -2% | -19% | 0% | 15% | 1% | 6% | 4%
Cc1c(C(=O)NCCC#N)sc(=O)n1Cc1ccc(F)cc1 | 25% | -9% | · | 20% | 0% | 24% | 4% | 7% | 11%
O=C(Nc1ccccc1)N1CCCC1 | 0% | -10% | -4% | -16% | 5% | 6% | -8% | 3% | 4%
CCOC(=O)C1CCN(Cc2ccc(F)c(Br)c2)CC1 | -17% | ? | -2% | 1% | -1% | -6% | 1% | -1% | 5%
COc1ccc(C2(C)NC(=O)N(CC(=O)NCC(=O)Nc3ccc(F)c(F)c3F)C2=O)cc1OC (configuration not stated) | 2% | 0% | -7% | -8% | 2% | 1% | 1% | 23% | 14%
CCOC(=O)C(=O)NC12CC3CC(CC(C3)C1)C2 | 4% | -10% | ? | -19% | -2% | -1% | 0% | -6% | -10%
CN1C(=O)/C(=C/c2cccc([N+](=O)[O-])c2)C(=O)N1c1ccccc1 | ? | -9% | ? | -6% | -4% | -8% | -17% | 1% | ?
CCCOc1ccc(C(=O)N(Cc2cccs2)c2ccc(C)cc2)cc1 | ? | 0% | · | 6% | 13% | · | · | · | 0%
Cc1ccc(N(C(=O)CNC(=O)c2ccco2)C(C(=O)NC2CCCC2)c2cccnc2)c(C)c1 (configuration not stated) | 28% | 15% | -3% | -2% | 7% | 16% | 7% | 20% | 3%
O=C(NNC(=O)c1ccccc1F)C1=NN(c2ccccc2)C(=O)CC1 | -23% | 0% | ? | -13% | 0% | -7% | -7% | 1% | 4%
C[C@H](CO)N1C[C@H](C)[C@@H](CN(C)C(=O)Nc2ccc3c(c2)OCO3)Oc2c(NC(=O)Nc3ccccc3)cccc2C1=O | 3% | 0% | 23% | 8% | -7% | 4% | 7% | 6% | 0%
CCOC(=O)C1CCCc2c1[nH]c1ccc(Cl)cc21 (configuration not stated) | ? | 6% | 4% | 13µM* | 1% | ? | 0% | -29% | 3%
O=c1c2ccccc2nc2sc(Nc3cccc(C(F)(F)F)c3)nn12 | 14% | -15% | · | 9% | 3% | · | · | · | 4%
Cc1cccc(-c2nc(CS(=O)CC(=O)NCc3cccs3)c(C)o2)c1 (configuration not stated) | 7% | 3% | -11% | 2% | -6% | -3% | 16% | -1% | 0%
CCOC(=O)c1ccc(N2C(=O)CC(N3CCN(C(=O)c4ccccc4)CC3)C2=O)cc1 (configuration not stated) | 0% | 18% | 3% | 10% | 23% | 10% | -4% | 6% | -8%
CC1CCN(S(=O)(=O)c2ccc(C(=O)Nc3nnc(-c4ccncc4)o3)cc2)CC1 | -25% | ? | 16µM* | -8%[0.397 µM] | -8% | ? | 0% | ? | ?
CCCC(=O)Nc1ccc2c(c1)C(=O)N(CCC(=O)O)C2=O | 10% | 6% | -15% | -10% | -2% | 13% | -11% | 10% | 2%
O=Cc1ccccc1-n1cccn1 | -8% | 18% | -3% | -14% | 2% | 7% | 3% | 8% | 1%
CCN(CC)C(=O)CS(=O)CC(=O)Nc1cc(OCCOC)c(Cl)cc1Cl (configuration not stated) | 15% | -27% | 3% | -13% | -3% | -1% | 6% | 2% | -2%
